From PubChem
S3 lipid droplet = qHTS Assay for Lipid Storage Modulators in Drosophila S3 Cells | Drosophila S3 cells, BODIPY lipid droplet fluorescence, 18-24 h; cells fed with added oleic acid | Potency in µM for hits, for the others lipid storage change, negative = inhibition, % at the top dose, mostly 46.1 µM | 320,000 tested, 0.64% active; active = well fitted inhibition curve with a large enough effect in the signal ratio, with a control signal flat, not every such curve was filed as active; inconclusive = small, poorly fitted or top-dose-only effect, or effect the other way, or a change in a side signal; the % refers to the signal ratio
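Drosophila S3 cells loaded with oleic acid (400 uM, as added) and compounds at several concentrations; lipid droplets imaged by 488-nm laser-scanning cytometry, 500–530 nm intensity and object ratio to cell channel. Percent activity normalized to 20 uM Triacsin C.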
S3 lipid droplet cell count max = second read-out of S3 lipid droplet, no call of its own (marks repeat the call); cell number change, %; measured here: cell count max response;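 cells counted by Cell Tracker Red CMTPX staining in the red channel; peak over a dose series mostly up to 46.1 µM; percent activity relative to internal control wells on each plate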
Starred values were filed as active, the others as inactive; i = inactive; ? = inconclusive; . = no result given; [ ] = dose if it differs, or a comment. % is scaled to controls: 0 for no effect and ±100 for the full control effect; potency is read from the fitted curve at half-maximal effect. These rows are one share of the data (hit frequency here may not be typical).

Structure	S3 lipid droplet	S3 lipid droplet cell count max
FC(F)(F)c1cccc(-c2cc3ccccc3nc2N2CCCC2)c1	?	.
O=C(NCCc1ccc(F)cc1)C(=O)Nc1cc2c3c(c1)CC(=O)N3CCC2	-15%[0.0737 µM]	.
Cc1nc2nc(C)c(CCC(=O)NCc3ccc4c(c3)OCO4)c(C)n2n1	?	.
COc1ccc(Cc2nc3ccc(C(=O)NCc4cc(C)no4)cc3o2)cc1OC	-20%	-14
Cc1ccc(C(=O)Nc2nnc(S(=O)(=O)N3CCOCC3)s2)cc1	?	.
O=C(Nc1ccc(N2CCOCC2)nc1)c1cccs1	13%	5
Cc1ccc2[nH]cc(C(=O)NCc3cccs3)c(=O)c2c1	-1%	-22
O=C(COc1ccc(C(=S)N2CCCC2)cc1)Nc1ccc(F)cc1	?	.
Cc1ccc(NC(=O)C2CCCN(S(=O)(=O)c3c(C)noc3C)C2)c(C)c1 (stereo not given)	-4%	-20
Cc1ccc(CNC(=O)c2ccc(N3CCC4(CC3)CC(c3ccccc3)=NO4)c(NC(=O)c3cccc(C)c3)c2)cc1	?	.
Cc1ccc(S(=O)(=O)N2CC=C(C(=O)NC3CC3)CC2)cc1	?	.
COc1ccc(NC(=O)CNC(=O)Cn2cnc3sc4c(c3c2=O)CCCC4)cc1OC	?	.
CCc1ccc(NC(=O)CN2CCCN(S(=O)(=O)c3ccc(F)cc3)CC2)cc1	?	.
Cc1ccc(N2CC(C(=O)OCC(=O)Nc3cc(C)on3)CC2=O)c(C)c1 (stereo not given)	-11%	9
Cc1ccc(CCNC(=O)c2cc(S(=O)(=O)N3CCCCC3)c[nH]2)cc1	?	.
Cn1c(Cc2ccc3c(c2)OCO3)nnc1SCC(=O)NC1CCCC1	-1%	11
O=[N+]([O-])c1cc(/C=N/N2CCN(c3ccccc3)CC2)ccc1Cl	?	.
CCOC(=O)N/N=C(\CCC(=O)O)c1cccs1	?	.
CCc1noc(C)c1C(=O)NNC(=O)COc1ccc(Br)cc1	?	.
Cc1ccc(N2C(=O)SC(N(CC(=O)O)c3ccc(C)cc3)C2=O)cc1 (stereo not given)	1%	5

The list continues:
Structure	S3 lipid droplet	S3 lipid droplet cell count max
Cc1snc(SCC(=O)N/N=C(\N)COc2cccc(C(F)(F)F)c2)c1C#N	?	.
COc1ccc2ccccc2c1/C=N\n1c(C)cc(C)c(C(N)=O)c1=O	15%	1
Cc1cc(C)nc(NC(=O)C(C)C)n1	?	.
CCOC(=O)N1CCN(CC(O)COc2ccc(-c3ccccc3)cc2)CC1 (stereo not given)	-21%	13
COc1cc(S(=O)(=O)N2CCN(C(=O)c3ccccc3)CC2)c(OC)cc1Br	?	.
COc1ccccc1CNC(=O)C12CC3CC(CC(C3)C1)C2	?	.
Cc1ccc(C(=O)NCC(c2ccco2)N2CCCCC2)s1 (stereo not given)	0%	21
CCOC(=O)C1CCN(c2c([N+](=O)[O-])c(C(Cl)Cl)nn2-c2ccccc2)CC1	?	.
O=C1NNC(c2ccccc2)=N/C1=C\c1ccccc1Cl	6%	6
Cc1ccc(OC(=O)Cn2c(C(F)(F)F)nc3ccccc32)cc1	?	.
CCCN(CCC)S(=O)(=O)c1ccc(C(=O)Nc2nnc(-c3cccc(OC)c3)o2)cc1	?	.
CCOc1ccccc1NC(=S)N1CCC(NC(=O)C(C)(C)C)CC1	12%	.
Nc1nc(CN2CCN(Cc3ccccc3)CC2)nc(Nc2ccc3c(c2)OCCO3)n1	29%	23
COc1ccc(Nc2nnc(SCC(=O)Nc3cc(C)on3)s2)cc1	i	-2
O=C1C2C(c3ccccc3)=NN(c3ccccc3)C2C(=O)N1c1ccccc1 (stereo not given)	2%	-5
O=c1c(Cl)c(NS(=O)(=O)c2ccccc2)cnn1-c1ccccc1	?	.
O=C(c1ccc(Cl)s1)N1CCCC1	i	.
COCCn1c(C)cc(C(=O)COC(=O)c2c(C)nn(Cc3ccccc3)c2C)c1C	?	.
COc1ccccc1C(=O)NNC(=O)c1ccc(NC(=O)C(C)C)cc1	?	.
COc1ccc(N2C(=O)C(Cl)=C(Nc3ccccc3O)C2=O)cc1	?	.

Molecules from the list above that have four or more nitrogen atoms:
Structure	S3 lipid droplet	S3 lipid droplet cell count max
Cc1nc2nc(C)c(CCC(=O)NCc3ccc4c(c3)OCO4)c(C)n2n1	?	.
Cc1ccc(C(=O)Nc2nnc(S(=O)(=O)N3CCOCC3)s2)cc1	?	.
Cc1ccc(CNC(=O)c2ccc(N3CCC4(CC3)CC(c3ccccc3)=NO4)c(NC(=O)c3cccc(C)c3)c2)cc1	?	.
COc1ccc(NC(=O)CNC(=O)Cn2cnc3sc4c(c3c2=O)CCCC4)cc1OC	?	.
Cn1c(Cc2ccc3c(c2)OCO3)nnc1SCC(=O)NC1CCCC1	-1%	11
O=[N+]([O-])c1cc(/C=N/N2CCN(c3ccccc3)CC2)ccc1Cl	?	.
Cc1snc(SCC(=O)N/N=C(\N)COc2cccc(C(F)(F)F)c2)c1C#N	?	.
CCOC(=O)C1CCN(c2c([N+](=O)[O-])c(C(Cl)Cl)nn2-c2ccccc2)CC1	?	.
CCCN(CCC)S(=O)(=O)c1ccc(C(=O)Nc2nnc(-c3cccc(OC)c3)o2)cc1	?	.
Nc1nc(CN2CCN(Cc3ccccc3)CC2)nc(Nc2ccc3c(c2)OCCO3)n1	29%	23
COc1ccc(Nc2nnc(SCC(=O)Nc3cc(C)on3)s2)cc1	i	-2

Further structures follow.
Structure	S3 lipid droplet	S3 lipid droplet cell count max
CCCc1cc(=O)[nH]c(SCC(=O)N2CCC(C(=O)OCC)CC2)n1	-1%	-14
Cc1c(-n2c(SCC(=O)C(C)(C)C)nc3ccccc3c2=O)c(=O)n(-c2ccccc2)n1C	-23%	2
CCN1CCN(CC(=O)N2CCCC(C(=O)c3ccc(Oc4ccccc4)cc3)C2)CC1 (stereo not given)	?	.
CCOc1ccccc1NC(C)C(=O)NC(=O)NC1CCCCC1 (stereo not given)	?	.
O=C(Cn1c(SCC(=O)N2CCc3ccccc32)nc2ccccc21)NC1CCCC1	11%	6
COC(=O)C1C(=O)/C(=C(/C)N2CCCC2)C(=O)CC1(C)C (stereo not given)	?	.
COCCNC(=O)c1ccc(-n2c(SCc3cccnc3)nc3ccccc3c2=O)cc1	?	.
Cc1cc(C=NCCO)c(C)n1-c1cc(Cl)ccc1Cl	?	.
CCn1c(C)nc2cc(C(N)=O)ccc21	?	.
CCOc1ccc(NC(=O)C2C3CCC4C(CCC32)C4(Cl)Cl)cc1 (stereo not given)	?	.
O=C(NC1CCCCCC1)c1ccccc1-c1ccccc1	-1%	-19
Cc1cccc2c(=O)c(C(=O)NCc3ccc(F)cc3)c[nH]c12	-23%	18
O=Cc1cccc(OCc2cccc3ccccc23)c1	i	4
COc1ccc(OCC(O)CN2CCN(Cc3ccc4c(c3)OCO4)CC2)cc1 (stereo not given)	?	.
CC(=O)N1CC=C2C(C#N)=C(N)C(C#N)(C#N)[C@H](c3ccoc3)[C@H]2C1	?	.
Cc1cccc(N(CC(=O)N2CCCCCC2)S(C)(=O)=O)c1	?	.
O=C(N/N=C/c1ccccc1F)C(=O)N1CCCCCC1	?	.
N/C(Cc1cccs1)=N\OC(=O)COc1ccc(Br)cc1Cl	?	.
CCc1ccc(NC(=O)C2CCN(C(=O)[C@@H]3Cc4ccccc4CN3)CC2)cc1	?	.
O=C(CCS(=O)CCC(=O)NCc1ccccc1)NCc1ccccc1	17%	10

Carrying on:
smiles | S3 lipid droplet | S3 lipid droplet cell count max
Cc1cc(NC(=O)C2CCCC2)n(-c2nc3ccccc3[nH]2)n1 | -11% | -19
COC(=O)c1ccsc1NC(=O)CS(=O)(=O)c1ccccc1 | ? | .
O=C(NNc1ncnc2sccc12)c1ccc(Cl)cc1 | ? | .
CN(C)Cc1cc(C(C)(C)C)cc(C(C)(C)C)c1O | ? | .
CCOc1ccc(S(=O)(=O)N2CCCCC2)cc1NC(=O)CN1C(=O)NC(CC)(c2ccccc2)C1=O (stereo not given) | ? | .
O=C1/C(=C\c2cccnc2)SC(=S)N1C1CCS(=O)(=O)C1 (stereo not given) | ? | .
Cc1c(CC(=O)O)c(=O)oc2cc3oc4c(c3cc12)CCCC4 | i | -10
Cc1ccc(-c2nc3sc4c(c3c(=O)n2N)CCCC4)cc1 | ? | .
CCCC(=O)Nc1nnc(SCC(=O)N2C(C)CCCC2C)s1 (stereo not given) | ? | .
COc1ccc(NC(=O)CCC(=O)Nc2nnc(C(F)(F)F)s2)c(OC)c1 | ? | .
Cc1occc1-c1n[nH]c(=S)n1CC(C)C | 0% | -3
O=C(CCOc1cccc(Br)c1)Nc1ccc(F)c(S(=O)(=O)N2CCOCC2)c1 | ? | .

Later entries:
smiles | S3 lipid droplet | S3 lipid droplet cell count max
Cn1c(COc2ccc3ccccc3c2)nnc1SCC(=O)O | ? | .
CCN(CC)CCOC(=O)C1(C2CCCCC2)CCCCC1 | ? | .
O=C(CCc1nnc(-c2ccccc2)o1)c1ccc(Cl)cc1 | 12% | 14
c1ccc(Cn2c(Sc3nnnn3-c3ccccc3)nnc2-c2ccccc2)cc1 | ? | .
O=C1/C(=C\c2ccsc2)N2CCC1CC2 | -13% | 6
O=C(Cn1nnc(-c2cccs2)n1)NCc1ccco1 | 7% | 14
Cc1ccc2nc(SCn3nnc4ccccc4c3=O)[nH]c2c1 | ? | .
CCN(CC1CCCO1)C(=O)c1cc(COc2ccc(OC)cc2Cl)on1 (stereo not given) | ? | .
Cc1ccc(C(=O)Nc2ccc3c(c2)OCO3)cc1NC(=O)c1ccco1 | ? | .
O=C(Cn1nc(Cl)nc1Cl)Nc1ccccc1 | ? | .
O=S(=O)(NCC(c1cccnc1)N1CCN(c2ccc(F)cc2)CC1)c1ccc(F)cc1 (stereo not given) | ? | .
CC(=O)Nc1ccccc1OCC(=O)NCCc1ccc(Cl)cc1Cl | 2% | 3

Continuation.
smiles | S3 lipid droplet | S3 lipid droplet cell count max
CCOC(=O)CNC1CC(=O)N(c2cccc(Cl)c2)C1=O (stereo not given) | ? | .
COc1cc(C2NC(=S)NC(c3ccccc3)=C2C(C)=O)cc(Br)c1OCC(N)=O (stereo not given) | ? | .
CC(C)OC(=O)C1CC(C)(O)C(=O)C(C(=O)OC(C)C)C1c1ccc([N+](=O)[O-])cc1 (stereo not given) | -1% | -1
COc1ccc(C)cc1S(=O)(=O)N1CCCC(C(=O)NCC2CCCO2)C1 (stereo not given) | 7% | 1
Cc1nc(S/C(=C/c2ccc(-c3ccc(C(=O)O)cc3)o2)C(=O)O)n[nH]1 | -6% | 22
Cc1cc(Cl)ccc1OCCCC(=O)N1CCN(C)CC1 | 4% | 0
Cc1c(C(=O)N2CCN(c3ncccn3)CC2)sc2nc3n(c(=O)c12)CCCC3 | ? | .
N#Cc1c(-c2ccccc2)cc(-c2ccccc2)[nH]c1=O | ? | .
COc1cc2nc(C3CCC3)n(NC(=O)C3CCCC(OC)C3)c(=O)c2cc1OC (stereo not given) | ? | .
Cc1cccc(C(=O)O/N=C2\CCCc3ccccc32)c1 | -10% | -11
C[N+](C)(C)CCN(Cc1ccc(Cl)cc1)c1ccccn1 | 12% | 21
C[n+]1ccccc1N1CCN(c2ccccc2Cl)CC1 | ? | .

(continued)
smiles | S3 lipid droplet | S3 lipid droplet cell count max
COc1cc2c(cc1NC(=S)NC(=O)c1c(OC)cccc1OC)oc1ccccc12 | ? | .
O=C(NNC(=O)c1sccc1-n1cccc1)c1ccc(F)cc1 | ? | .
O=C(C1=C(O)/C(=C/c2ccc(O)cc2)CCC1)C(F)(F)F | ? | .
CC(C)COC(=O)N1C[C@H](O)C[C@H]1C(=O)Nc1ccc(Cl)cc1 | ? | .
CC1CCN(C(=O)COC(=O)COc2ccccc2C#N)CC1 | ? | .
Cc1ccc(C(=O)CCC(=O)OCC(=O)N(CC(C)C)c2c(N)n(Cc3ccccc3)c(=O)[nH]c2=O)cc1 | 24% | 20
c1ccc(Nc2nc(N3CCCC3)nc(N3CCCC3)n2)cc1 | ? | .
CN(C)S(=O)(=O)n1cc(/C=C(\NC(=O)c2ccccc2)C(=O)N2CCOCC2)c2ccccc21 | ? | .
CCOc1ccc(N2C(=O)CC(Sc3ccccc3C(=O)O)C2=O)c([N+](=O)[O-])c1 (stereo not given) | ? | .
Cc1cccc(NC(=O)COc2ccccc2C)n1 | ? | .
CCCn1c(=O)c(C(=O)Nc2ccccc2C(=O)OC)c(O)c2ccccc21 | ? | .
COc1ccc(CC(=O)N2CC3(C)CC2CC(C)(C)C3)cc1OC (stereo not given) | ? | .

The list goes on.
smiles | S3 lipid droplet | S3 lipid droplet cell count max
O=C(NC1CCCCC1)C(c1ccncc1)N(Cc1ccc(F)cc1)C(=O)c1ccccn1 (stereo not given) | -9% | 1
Cc1ccc(N2CC(C(=O)Nc3ccc4c(c3)OCCO4)CC2=O)cc1 (stereo not given) | ? | .
COc1ccc(CCNc2oc(COc3ccc(Br)cc3)nc2C#N)cc1OC | -8% | 1
CCOC(=O)CSc1nc2sc(C)c(C)c2c(=O)n1N | ? | .
CN(C)S(=O)(=O)c1cccc(COC(=O)c2ccc(Cl)cc2O)c1 | 6% | 9
O=C(C1CCC(=O)N1Cc1ccccc1Cl)N1CCN(c2ccc(F)cc2)CC1 (stereo not given) | ? | .
